TRPC4 inh = inhibitors of mouse TRPC4 channel, primary screen, Fluo4 calcium, HEK293 TRPC4beta/mu-opioid cells; DAMGO-evoked Fluo4 calcium flux; hits give low values; 300,000 tested, 0.39% active; B-score at 10 µM; AID 2247, 2010; Short transient receptor potential channel 4 (Mus musculus), Q9QUQ5;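 active = B-score over 3 SD under the library average, no early fluorescence shift, positive overall ratio signal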
Target sequence (Q9QUQ5 whole entry, looked up): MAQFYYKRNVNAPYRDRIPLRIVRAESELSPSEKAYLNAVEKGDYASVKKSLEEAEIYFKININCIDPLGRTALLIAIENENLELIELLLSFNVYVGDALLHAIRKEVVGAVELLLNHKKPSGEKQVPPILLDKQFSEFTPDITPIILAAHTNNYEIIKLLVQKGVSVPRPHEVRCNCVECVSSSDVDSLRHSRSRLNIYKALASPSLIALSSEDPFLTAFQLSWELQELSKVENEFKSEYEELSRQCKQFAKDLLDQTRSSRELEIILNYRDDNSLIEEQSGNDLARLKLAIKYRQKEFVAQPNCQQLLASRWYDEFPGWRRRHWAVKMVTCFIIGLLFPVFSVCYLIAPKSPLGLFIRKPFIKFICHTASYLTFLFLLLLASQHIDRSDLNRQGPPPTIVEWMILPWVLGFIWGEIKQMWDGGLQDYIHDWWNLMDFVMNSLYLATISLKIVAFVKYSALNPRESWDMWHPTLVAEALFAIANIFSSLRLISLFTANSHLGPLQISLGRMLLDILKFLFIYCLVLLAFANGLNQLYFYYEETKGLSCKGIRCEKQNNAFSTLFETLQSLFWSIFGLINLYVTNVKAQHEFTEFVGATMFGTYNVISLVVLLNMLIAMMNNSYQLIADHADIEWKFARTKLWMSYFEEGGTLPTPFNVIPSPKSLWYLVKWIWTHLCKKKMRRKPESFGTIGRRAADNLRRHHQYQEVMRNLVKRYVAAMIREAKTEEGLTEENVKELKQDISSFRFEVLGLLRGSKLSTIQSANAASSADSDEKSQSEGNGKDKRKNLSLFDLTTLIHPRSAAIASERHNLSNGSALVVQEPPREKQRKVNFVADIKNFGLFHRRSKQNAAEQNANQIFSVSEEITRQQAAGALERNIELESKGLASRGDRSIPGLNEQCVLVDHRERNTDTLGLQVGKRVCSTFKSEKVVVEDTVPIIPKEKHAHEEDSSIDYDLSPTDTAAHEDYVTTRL
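Assay system: HEK293 cells with stable TRPC4beta plus mu-opioid receptor expression; Probe or stimulus: DAMGO in two steps, submaximal then maximal; Dosing: single-point compound dosing; Measured by: Fluo4 calcium-dye fluorescence, kinetic read; Read-out basis: B score from integrated Fluo4 fluorescence ratio.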
TMEM16A act = TMEM16A chloride channel activators or potentiators, primary screen, cell-based, HTS; Anoctamin-1 (Mus musculus), Q8BHY3; HEK293 TMEM16A/YFP-H148Q/I152L, iodide quench fluorescence; hits give low values; B-score at 10 µM; 340,000 tested, 0.3% active; AID 623877, 2012;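 active = fluorescence-ratio B-score plate-corrected deviation score at least 3 library SD below zero, with starting fluorescence score within 5 deviations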;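 note: channel opened by trigger with iodide after compound preincubation; score built on the fluorescence ratio of max minus min over baseline; more negative score means more quench and so TMEM16A activation or potentiation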
MrgX1 antagonist = antagonists of human MrgX1 receptor, primary screen, HEK293 cells, Fluo-4 calcium flux; 310,000 tested, 1.3% active; BAM8-22 antagonism; hits give low values; B-score at 10 µM;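 active = calcium-response B-score plate-corrected more than 3 library SD below zero, starting fluorescence within 5 deviations, no agonist response on first addition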;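 note: peak minus trough fluorescence over baseline after final BAM8-22 challenge near maximal dose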
ANO1 block = TMEM16A chloride channel inhibitors, primary screen, cell-based, HTS; Anoctamin-1 (Mus musculus), Q8BHY3; HEK293 TMEM16A/YFP iodide influx fluorescence, ionomycin; normalized B-score (activity score, 25-100; higher = stronger inhibition) at 10 µM; 310,000 tested, 1.2% active; AID 588511, 2011;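 active = ratio plate-corrected score three or more library SD toward inhibition, starting fluorescence score within five deviations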;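 note: score derived from kinetic fluorescence span divided by baseline fluorescence per well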
MrgX1 agonist = agonists of human MrgX1 receptor, primary screen, HEK293 cells, Fluo-4 calcium flux | Mas-related G-protein coupled receptor member X1 (Homo sapiens), Q96LB2 | Fluo-4 calcium fluorescence, agonist mode; hits give high values | B-score at 10 µM | 310,000 tested, 0.44% active;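 active = calcium response B-score plate-corrected fluorescence ratio at least 3 library SD, with starting fluorescence B-score inside 5 SD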
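Test system: Stable human MrgX1 HEK293 cell line | Schedule: Overnight plating before 1 h dye loading | Read-out basis: Baseline-normalised fluorescence change ratio, B-scored | Detection: Kinetic calcium dye fluorescence, Fluo-4 NW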
RGS4 block = RGS4 inhibitors, primary screen, cell-based, HEK293 M3R inducible RGS4, calcium flux; 310,000 tested, 0.45% active; Fluo-4 calcium flux; hits give high values; triggered by carbachol at its EC20; AID 463165, 2010; B-score at 10 µM;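 active = B-score, a plate-corrected calcium signal, over three deviations above library mean, with baseline fluorescence within five deviations of library mean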;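 note: RGS4 expression induced by doxycycline in cells with stable M3 receptor; B-score is computed from the integrated fluorescence ratio over baseline after carbachol; higher B-score means a larger calcium signal and so more RGS4 inhibition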
TRPC6 inh = mouse TRPC6 channel inhibitors, primary screen, cell-based, HEK293, membrane potential dye; Short transient receptor potential channel 6 (Mus musculus), Q61143; ACh-evoked depolarization; hits give low values; B-score at 10 µM; 310,000 tested, 1.1% active; AID 2553, 2010;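 active = B-score under library mean minus 3 SD, initial fluorescence not abnormally high, positive integrated signal ratio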;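 note: B-score derived from integrated fluorescence ratio over the kinetic read; more negative B-score means stronger inhibition of depolarization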
MrgX1 allo act = positive allosteric modulators of MrgX1, primary screen, HEK293 cells, Fluo-4 calcium flux; Mas-related G-protein coupled receptor member X1 (Homo sapiens), Q96LB2; FDSS; hits give high values; B-score at 10 µM; 310,000 tested, 0.63% active;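 active = plate-corrected calcium response at least 3 library SD above typical, normal starting fluorescence, not activating the receptor alone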;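 note: compound read alongside a low EC10 to EC30 dose of BAM8-22 agonist; peak minus trough fluorescence over baseline measured at the second addition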
TRPC4 potent = positive allosteric modulators of TRPC4, primary screen, cell-based, mouse TRPC4beta, HEK293 mu-opioid, Fluo-4 calcium; Short transient receptor potential channel 4 (Mus musculus), Q9QUQ5; DAMGO EC20, Fluo-4 Ca2+ flux; hits give high values; B-score at 10 µM; 310,000 tested, 0.42% active; AID 2227, 2009;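 active = B-score of calcium response area above 5 SD of library B-scores, with initial fluorescence ratio within 5 SD of library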;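 note: B-score of integrated fluorescence ratio over time as area under calcium response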
TRPC6 act = mouse TRPC6 channel activators, primary screen, cell-based, HEK293, membrane potential dye | Short transient receptor potential channel 6 (Mus musculus), Q61143 | HEK293-TRPC6 membrane potential dye fluorescence; hits give high values | B-score at 10 µM | 310,000 tested, 0.13% active | AID 2550, 2010;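 active = B-score of the integrated fluorescence ratio above library mean plus 3 SD, and starting fluorescence ratio within library mean plus 5 SD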;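 note: higher score means more depolarization so channel activation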
TRPC4 agonist = activators of mouse TRPC4 channel, primary screen, Fluo4 calcium, HEK293 TRPC4beta/mu-opioid cells; Short transient receptor potential channel 4 (Mus musculus), Q9QUQ5; Fluo4 calcium fluorescence; hits give high values; B-score at 10 µM; 310,000 tested, 0.49% active;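 active = B-score above 5 SD of library B-scores, and initial fluorescence ratio not above library mean plus 5 SD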;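 note: positive B-score marks a calcium rise read as TRPC4 activation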
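system = HEK293 cells stably co-expressing mouse TRPC4beta and mu-opioid receptor | schedule = Fluo4 dye loading 45 min at room temperature, 110 s recording | measure = B-scored integrated calcium fluorescence ratio | signal = Fluo4 calcium-sensitive dye fluorescence, kinetic, 1 Hz baseline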
* = called active by the depositor; i = inactive; nt = no result given.

Order of values: TRPC4 inh | TMEM16A act | MrgX1 antagonist | ANO1 block | MrgX1 agonist | RGS4 block | TRPC6 inh | MrgX1 allo act | TRPC4 potent | TRPC6 act | TRPC4 agonist
Cc1nn(Cc2c(Cl)cccc2Cl)c(C)c1NC(=O)CCCn1nc(C)c([N+](=O)[O-])c1C
    i | i | -4.5* | i | i | i | i | i | i | i | i
Cc1ccc(CN2CCN(C(=O)c3ccncc3)CC2)cc1
    i | i | -4.7* | i | i | i | i | i | i | i | i
COc1ccc(Cn2c(CCC(=O)NCc3ccco3)nc3cccnc32)cc1
    i | i | i | i | i | i | i | i | i | i | i
COc1ccc(C(C)=O)cc1CN1C(=O)NC2(CCCC2)C1=O
    i | i | i | i | i | i | i | i | i | i | i
Cc1cccc(OCC(=O)NCc2ccncc2)c1C
    i | i | i | i | i | i | i | i | i | i | i
O=C(CSc1ccc2nnc(CCNC(=O)c3ccccc3)n2n1)NCc1ccco1
    i | i | i | i | i | i | i | i | i | i | i
CCN(CC)c1ccc(/C=N/NC(=O)OC(C)(C)C)cc1
    i | i | i | i | i | i | i | i | i | i | i
O=C(COC(=O)c1ccc(Cl)cc1O)NCCN1C(=O)CSC1=O
    i | i | i | i | i | i | i | i | i | i | i
CC1(C)CC(=O)C(C(C2=C(O)CC(C)(C)CC2=O)c2cccc(O)c2)C(=O)C1 (configuration not stated)
    nt | i | i | i | i | nt | nt | i | nt | nt | nt
N#CC[C@H](Cc1ccccc1)N1CC[C@@H](NC(=O)OCc2ccccc2)CCC1=O
    i | i | i | i | i | i | i | i | i | i | i
CCN(CCNC(=O)C1CCN(c2nnc(-n3cccc3)s2)CC1)c1ccccc1
    i | i | i | i | i | i | i | i | i | i | i
COc1cc(C)c(S(=O)(=O)n2c([N+](=O)[O-])cnc2C)cc1C
    i | i | i | i | i | i | i | i | i | i | i
CC(=O)NNC(=O)CSc1nnc(-c2ccccc2)c(-c2ccccc2)n1
    i | i | i | i | i | i | i | i | i | i | i
CCOC(=O)Cc1csc(N/N=C\c2ccccc2OC)n1
    i | i | i | i | i | i | i | i | i | i | i
Cc1ccc(S(=O)(=O)NCCC(=O)N2CCOCC2)cc1C
    i | i | i | i | i | i | i | i | i | i | i
N#CCc1ccc(NC(=O)c2ccccc2C(=O)Nc2ccc(CC#N)cc2)cc1
    i | i | i | i | i | i | i | i | i | i | i
COCCNc1nc(C)cc(-c2cc(-c3ccc(Cl)cc3)on2)n1
    i | i | i | i | i | i | i | i | i | i | i
CC(=O)NCCOc1c(C)cc(S(N)(=O)=O)cc1C
    i | i | i | i | i | i | i | i | i | i | i
Cc1onc(-c2c(F)cccc2Cl)c1C(=O)O/N=C(\N)c1ccc([N+](=O)[O-])o1
    i | i | i | i | i | i | i | i | i | i | i
CSc1cccc(CNC(=O)C2CCC(=O)N(Cc3cccc(C(F)(F)F)c3)C2)c1 (configuration not stated)
    i | i | i | i | i | i | i | i | i | i | i
Cc1cccc(-n2nnnc2SCC(=O)NCC2CCCO2)c1 (configuration not stated)
    i | i | i | i | i | i | i | i | i | i | i
O=C(N[C@@H](c1ccccc1)[C@@H]1C[C@H]1C(=O)O)OCc1ccccc1
    i | i | i | i | i | i | i | i | i | i | i
CCc1c(C)c(C#N)c2nc3ccccc3n2c1NC
    i | i | i | i | i | i | i | i | i | i | i
COc1ccc(-c2csc3ncnc(N4CCN(S(=O)(=O)c5ccc(Cl)s5)CC4)c23)cc1
    i | i | i | i | i | i | i | i | i | i | i
Cc1ccc(CN2C(=O)CCC2C(=O)NCCCN2CCCCC2C)cc1 (configuration not stated)
    i | i | i | i | i | i | i | i | i | i | i
O=C(CCC(=O)N1CCSc2ccccc21)NCc1ccc(Cl)cc1
    i | i | i | i | i | i | i | i | i | i | i
COc1ccccc1CNC(=O)CSc1nc2c(oc3ccccc32)c(=O)n1CC1CCCO1 (configuration not stated)
    i | i | i | i | i | i | i | i | i | i | i
COc1ccc(N(CC(=O)NC2CCCC2)C(=O)c2ccc(C)s2)c(OC)c1
    i | i | i | i | i | i | i | i | i | i | i
O=C(CCC1CCCN(C(=O)c2cccc(F)c2)C1)N1CCN(c2ccccn2)CC1 (configuration not stated)
    i | i | i | i | i | i | i | i | i | i | i
COc1ccc(N2CC(C(=O)N[C@@H](C)C(=O)NC3CCCC3)CC2=O)cc1 (some centres not stated)
    i | i | i | i | i | i | i | i | i | i | i
Cc1nc(C)c(C(=O)Nc2cccc(C)c2C)o1
    i | i | i | i | i | i | i | i | i | i | i
COc1ccc(NC(=O)CC(Cc2ccccc2)C(=O)O)cc1 (configuration not stated)
    i | i | i | i | i | i | i | i | i | i | i
O=C(c1cccc(NS(=O)(=O)c2cccc(C(F)(F)F)c2)c1)N1CCOCC1
    i | i | i | i | i | i | i | i | i | i | i
COc1cc(CCCN2C(=S)NC[C@H]2Cc2ccc(O)cc2)cc(OC)c1OC
    i | i | i | i | i | i | i | i | i | i | i
C=CCn1c(SCC(=O)N2CCOCC2)nc(O)cc1=O
    i | i | i | i | i | i | i | i | i | i | i
N/C(=N\OC(=O)CCCN1C(=O)c2ccccc2C1=O)c1ccc(Br)cc1
    i | i | i | i | i | i | i | i | i | i | i
C1CN(c2nc3nonc3nc2N2CCSCC2)CCO1
    i | i | i | i | i | i | i | i | i | i | i
O=C1CC(NC23CC4CC(CC(C4)C2)C3)C(=O)N1c1ccc2c(c1)OCO2 (configuration not stated)
    i | i | i | i | i | i | i | i | i | i | i
COc1ccccc1N1CCN(C(=O)C2CCN(C(=O)c3ccccc3Cl)CC2)CC1
    i | i | i | i | i | i | i | i | i | i | i
O=C(O)CCCCCNC(=O)C(=O)C1C(=O)Nc2ccccc21 (configuration not stated)
    i | i | i | i | i | i | i | i | i | i | i
Cc1ccc(-c2c3c(nc4sc(C(N)=O)c(N)c24)CCC3)cc1
    i | i | i | i | i | i | i | i | i | i | i
COc1ccc(S(=O)(=O)N2CCOCC2)cc1C(C)C
    i | i | i | i | i | i | i | i | i | i | i
CCN(CC(=O)Nc1c(F)cccc1F)C(=O)c1cc(S(=O)(=O)N(C)C)ccc1N1CCCC1
    i | i | i | i | i | i | i | i | i | i | i
Cc1c(Cl)cccc1NC(=O)NCCCN1CCCC1=O
    i | i | i | i | i | i | i | i | i | i | i
CC(=O)Nc1ccc(NC(=O)COC(=O)c2cc([N+](=O)[O-])ccc2N2CCOCC2)cc1
    i | i | i | i | i | i | i | i | i | i | i
Cc1cccc(N2CCN(C(=O)CCN3C(=O)C4C5C=CC(C5)C4C3=O)CC2C)c1 (configuration not stated)
    i | i | i | i | i | i | i | i | i | i | i
Cc1ccc(NC(=O)CCN2CC(C)OC(C)C2)cc1C (configuration not stated)
    i | i | i | i | i | i | i | i | i | i | i
c1ccc(-c2nnc(N3CCCC3)nc2-c2ccccc2)cc1
    i | i | nt | nt | nt | i | i | nt | i | i | i
Cc1cc2ccccc2c(=O)n1CC(=O)NCC(=O)N1CCN(c2cccc(Cl)c2)CC1
    i | i | i | i | i | i | i | i | i | i | i
CCOC(=O)Cc1csc(NC(=O)COc2ccc(C)c(C)c2)n1
    i | i | i | i | i | i | i | i | i | i | i

Following part:
Order of values: TRPC4 inh | TMEM16A act | MrgX1 antagonist | ANO1 block | MrgX1 agonist | RGS4 block | TRPC6 inh | MrgX1 allo act | TRPC4 potent | TRPC6 act | TRPC4 agonist
CC(=O)n1c(=O)c2ccccc2c(=O)n1-c1ccccc1
    i | i | i | i | i | i | i | i | i | i | i
Cc1ccc(OCCN(C)C(=O)C2CCC(=O)N(CCCN3CCCC3=O)C2)cc1 (configuration not stated)
    i | i | i | i | i | i | i | i | i | i | i
NC(=O)COC(=O)CC12CC3CC(CC(C3)C1)C2
    i | i | i | i | i | i | i | i | i | i | i
c1ccc(-n2cccc2)c(N2CCCCC2)c1
    i | i | i | i | i | i | i | i | i | i | i
Cc1cc(OCC(=O)Nc2ccc(Br)cc2)cc2c1C(=O)CC(C)(C)O2
    i | i | i | 100* | i | i | i | i | i | i | i
COc1ccc([N+](=O)[O-])cc1NC(=O)C(C)Sc1nc(C)c(C)c(C)n1 (configuration not stated)
    i | i | i | i | i | i | i | i | i | i | i
N#Cc1cnc(SCC(=O)N2CCCC2)nc1N
    i | i | i | i | i | i | i | i | i | i | i
CC(C)(C)NC(=O)CN(C(=O)C1CSC(=O)C1)c1ccccc1F (configuration not stated)
    i | i | i | i | i | i | i | i | i | i | i
N#CC1(C#N)CC(C=O)=C(N)C1(C#N)CC(=O)c1ccc(F)cc1 (configuration not stated)
    i | i | i | i | i | i | i | i | i | i | i
Cc1cccc(NC(=O)CCc2ccccc2)c1C
    i | i | i | i | i | i | i | i | i | i | i
Cc1nnsc1C(=O)N1CCCC(N2CCN(c3cccc(C(F)(F)F)c3)CC2)C1 (configuration not stated)
    i | i | i | i | i | i | i | i | i | i | i
CCCCOC(=O)Cn1c2ccc(OC)cc2c2nc3ccccc3nc21
    i | i | i | i | i | i | i | i | i | i | i
COC(=O)N/N=C/c1cc(Cl)cc(Cl)c1OCc1ccccc1F
    i | i | i | i | i | i | i | i | i | i | i

Screening results deposited in PubChem BioAssay by Johns Hopkins Ion Channel Center.

Not a hit list, and some 5.8% of all compounds hit somewhere here.
